Assay outcomes from PubChem BioAssay.
D3 antag – qHTS of D3 Dopamine Receptor Antagonist: qHTS. D(3) dopamine receptor (Homo sapiens), P35462. D3R cells, DiscoveRx beta-arrestin luminescence, antagonist mode; active compounds read low. max response, negative = inhibition, %. 360,000 tested, 2.5% active; in the data active = max response below about -50%; inconclusive = no clear call, values can overlap the other calls; note: % is set by controls: 0 for no effect and ±100 for the full control effect; mostly tested at two doses, the higher about 12 µM
Target sequence (P35462 whole entry, looked up): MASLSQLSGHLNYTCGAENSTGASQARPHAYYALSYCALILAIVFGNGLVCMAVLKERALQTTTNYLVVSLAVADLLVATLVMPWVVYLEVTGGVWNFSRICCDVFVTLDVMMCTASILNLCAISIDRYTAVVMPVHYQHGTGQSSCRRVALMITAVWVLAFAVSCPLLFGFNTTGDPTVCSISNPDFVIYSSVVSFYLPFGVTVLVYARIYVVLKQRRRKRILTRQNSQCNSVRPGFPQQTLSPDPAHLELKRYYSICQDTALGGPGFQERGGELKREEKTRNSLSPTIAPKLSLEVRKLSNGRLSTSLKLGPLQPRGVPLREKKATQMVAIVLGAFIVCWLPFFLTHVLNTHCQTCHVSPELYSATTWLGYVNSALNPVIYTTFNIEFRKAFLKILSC
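Cells expressing the human receptor were seeded at 1500 cells/well, incubated overnight at 37 degrees C in 5% CO2, then exposed to library compounds with dopamine controls for 90 minutes at 37 degrees C before luminescent detection.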
Abeta rescue – qHTS for compounds that reverse cellular toxicity of Amyloid beta (A-beta) peptide in yeast: Primary Screen | AID 1347071, 2019 | Potency, µM (highest dose often 46.1 µM), for inactives: at the highest dose growth rescue, actives largely listed as activators | yeast expressing A-beta42, growth rescue, OD600, 48 h; response scale: 0% DMSO, 100% iron-clioquinol control | 410,000 tested, 0.063% active; note: potency is the fitted concentration of half-maximal effect; nearly all actives have a fitted effect of over 55% in size
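Growth rescue measured by 600 nm absorbance after 48 h yeast culture at 30 C with compound. Values normalized between DMSO and an equimolar ferric chloride plus clioquinol control.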
TDP43 rescue – qHTS of TDP-43 Inhibitors | TDP-43 expressing yeast growth rescue, BacTiter-Glo, 24 h | Potency, µM (series often up to 46.1 µM), for inactives: top-dose growth rescue (activation), most hits filed as activators | 410,000 tested, 1.8% active | AID 652104, 2013; note: potency is the fitted concentration of half-maximal effect; % of control where 0% means no effect; nearly all actives have a fitted effect of over 50% in size
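Growth rescue of TDP-43-toxic yeast measured as ATP luminescence (BacTiter-Glo). Cells grown to mid-log in raffinose, induced in galactose at OD600=0.02, exposed to compound 24 hr at 30 deg C.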
PTHR1 agonist – qHTS for PTHR1 Agonists: Primary Screen; 410,000 tested, 0.075% active; HEK293 GP2 PTHR1 cells, GloSensor cAMP luminescence, 1 h; AID 743266, 2014; Potency, µM (series often up to 115 µM), for inactives: at the highest dose activation, most hits filed as activators; note: potency is the fitted concentration of half-maximal effect; nearly all actives have a fitted effect of over 55% in size; some results filed as inactive show a strong effect at the top dose; inactives centre near -15; many of its hits are not listed in these tables
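HEK-293-derived GP2 cells expressing PTHR1 and a GloSensor cAMP reporter, 3,000/well, plated overnight, given luciferin plus IBMX (each 0.5 mM as added) for 1 h at 37 °C, then compound for 1 h at 37 °C. Luminescence was read after 15 min at room temperature.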
GLP-1R inv ag – qHTS of GLP-1 Receptor Inverse Agonists (Inhibition Mode) | HEK293 GLP-1R CRE-luciferase, luminescence, 24 h; GLP-1R form is constitutively active | Potency, µM (doses to about 38.3 µM), for the others: at the highest dose activity change, negative = inhibition, most hits filed as inhibitors | 410,000 tested, 1.6% active | AID 624417, 2012; note: potency is the fitted concentration of half-maximal effect; % is set by controls: 0 for no effect and ±100 for the full control effect; nearly all actives have a fitted effect of over 55% in size
Target sequence (P43220 whole entry, looked up): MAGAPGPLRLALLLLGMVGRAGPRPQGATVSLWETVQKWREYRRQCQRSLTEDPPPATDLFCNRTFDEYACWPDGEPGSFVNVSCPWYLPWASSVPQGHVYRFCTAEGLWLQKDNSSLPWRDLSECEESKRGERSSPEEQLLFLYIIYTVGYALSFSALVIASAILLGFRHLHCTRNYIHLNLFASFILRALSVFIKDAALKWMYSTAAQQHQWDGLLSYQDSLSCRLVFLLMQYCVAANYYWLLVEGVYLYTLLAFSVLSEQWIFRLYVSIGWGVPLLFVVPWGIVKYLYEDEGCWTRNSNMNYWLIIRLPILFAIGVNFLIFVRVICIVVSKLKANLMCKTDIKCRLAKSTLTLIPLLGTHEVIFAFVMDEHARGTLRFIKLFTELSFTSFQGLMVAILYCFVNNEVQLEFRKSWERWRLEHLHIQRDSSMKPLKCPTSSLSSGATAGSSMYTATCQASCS
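qHTS in 1536-well format: reporter HEK293 cells expressing constitutive GLP-1R activity in DMEM + 10% Nu serum, 24 hr with compounds at 37 deg C, luminescence read after 12 min with detection reagent.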
aSyn yeast inh – qHTS of alpha-syn Inhibitors; Yeast expressing alpha-synuclein, growth rescue, BacTiter-Glo, 24 h; AID 652106, 2013; 370,000 tested, 0.14% active; Potency, µM (top dose mostly 46.1 µM), without a hit: at the top dose growth rescue (activation), actives largely listed as activators; note: potency is the fitted concentration of half-maximal effect; % of control where 0% means no effect; nearly all actives have a fitted effect of over 65% in size
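Screening used galactose-induced yeast with toxic alpha-synuclein levels, exposed to compound for 24 hr at 30 deg C. Cell growth, read with BacTiter-Glo luminescence, gave the measured signal.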
FUS suppressor – qHTS for Suppressors of FUS Proteinopathy: Primary screen using FUS-linked yeast assay | 390,000 tested, 0.24% active | AID 1347120, 2019 | S. cerevisiae FUS-expressing, growth rescue, OD600, 24 h | Potency, µM (highest dose often 76.6 µM), inactives show at the highest dose growth rescue (activation), actives largely listed as activators;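 note: potency is the fitted concentration of half-maximal effect; plate controls were DMSO vehicle for no effect and reference control for full effect; nearly all actives have a fitted effect of over 55% in size; some results filed as inactive show a strong effect at the top dose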
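FUS-expressing yeast, raffinose-pregrown, induced in 2% galactose minimal medium at OD 0.005; compounds in a dilution series, 24hr at 30C. Growth restoration read as absorbance at 600 nm. CP55940 positive control, DMSO negative.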
Akt phos inh – HTS Assay for Inhibitors of Akt Phophorylation: Primary Screen; 360,000 tested, 0.32% active; Neuro2A IGF-stimulated pAkt S473 HTRF, 20 min; active compounds read low; AID 651550, 2012; activity change, % for hits at 50 µM; in the data active = activity change below about -80%; inconclusive = mostly about -51% to -80%; note: % is set by controls: 0 for no effect and ±100 for the full control effect
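Neuro2A cells in DMEM with 0.5% FBS, overnight at 37 deg C, given compound at single 50 µM final, then IGF (6 nM final) for 20 min at 37 deg C. Lysed; phospho-Akt Ser473 by HTRF after 24 h, 665/615 ratio.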
GLP-1R agonist – qHTS of GLP-1 Receptor Agonists; Glucagon-like peptide 1 receptor (Homo sapiens), P43220; HEK293 GLP-1R CRE-luciferase, luminescence, 4-6 h; cells express a hypersensitive GLP-1R form; 380,000 tested, 0.007% active; AID 624172, 2012; Potency, µM (top dose mostly 45.6 µM), inactives show top-dose activation, most hits filed as activators; note: potency is the fitted concentration of half-maximal effect; % of control where 0% means no effect
Numbers without * were called inactive; i = inactive; ? = inconclusive; . = not tested or not shown; [ ] = another dose, or the depositor's remark. Unless noted, calls come from the whole dose curve; as a rule, active = well fitted curve in the direction sought with a large enough effect; inconclusive = small, poorly fitted or top-dose-only effect, or another doubt; inactive = no such curve, though single readings can be large; an effect the other way counts as inactive or inconclusive.

SMILES	D3 antag	Abeta rescue	TDP43 rescue	PTHR1 agonist	GLP-1R inv ag	aSyn yeast inh	FUS suppressor	Akt phos inh	GLP-1R agonist
c1ccc(-n2cnc3cc(NCc4ccncc4)ccc32)cc1	-5	7%	26%	-2%[57.5 µM]	0%	1%	27%	-103%*	16%
COc1cc(C(=O)N2CCN(CC(O)COc3ccccc3)CC2)cc(OC)c1OC (configuration not stated)	21	7%	5%	-21%	5%	2%	5%	i	-9%
O=C(NCc1cccnc1)c1cc(Sc2cccc(Cl)c2)nc2ccccc12	6	3%	28%	-37%[inhibitor]	?	0%	.	i	0%
CCCc1nn2c(=O)cc(CSCC(=O)Nc3cccc(C)c3)nc2s1	20	-9%	5%	-7%	?	-9%	4%	i	-3%
CCN(CC)S(=O)(=O)c1cc(NC(=O)CCNC(=O)c2ccco2)ccc1C	1	3%	-23%	i	5%	-4%	18%	i	9%
NNC(=S)NCc1ccccc1	-5	12%	-3%	-8%	?	2%	5%	i	0%
C#CCOCCOCCOCCNc1nc(N2CCN(C(=O)[C@H](CCC(=O)O)n3cc(C(N)Cc4ccc(O)cc4)nn3)CC2)nc(N2CCN(C(=O)[C@H](CCC(=O)O)n3cc(C(N)[C@H](C)CC)nn3)CC2)n1 (some centres not stated)	-13	-18%	-1%	i	3%	-6%	4%	i	-6%
O=C(N/N=C/c1ccccn1)C12CC3CC(CC(C3)C1)C2	-8	12%	-3%	i	7%	-15%	-28%	i	-4%
CC(C)Oc1ccc(-c2nc3c(C#N)c[nH]n3c2NC2CCCCC2)cc1	.	11%	22%[9.22 µM]	i	?	.	1%	.	.
O=C(NCc1cccnc1)C(=O)NCC(c1cccnc1)N1CCN(c2ccccc2)CC1 (configuration not stated)	.	-11%	7%	-43%[inhibitor]	-1%	.	-3%	.	.
Cc1ccc(S(=O)(=O)N2C[C@H]3C(=O)C[C@@H](c4ccc(Cl)cc4)N(S(=O)(=O)c4ccc(C)cc4)[C@H]3C[C@H]2c2cccc3ccccc23)cc1	-3	-13%	0%	7%	9%	1%	?	i	-1%
CC1(C)CC(=O)c2cnc(NC(=O)C3CCCC3)nc2C1	6	3%	-7%	i	52%[activator]	-11%	-6%	i	-4%
O=C(NC(=S)Nc1nc2c(s1)CCCC2)c1ccc(C(=O)c2ccccc2)cc1	?	31%	15%	-31%[inhibitor]	20%	1%	.	i	-2%
CC(=O)c1ccc(NC(=O)C(NC(=O)c2ccccc2)=C(C)C)cc1	-7	4%	22%	?	-4%	-4%	-28%	i	7%
Cc1n[nH]c(=S)n(NC(=O)CC(=O)Nn2c(=S)[nH]nc(C)c2=O)c1=O	-86*	-5%	0%	?	-3%	-10%	5%	i	3%
COc1ccc(OC)c(C(=O)COC(=O)CNC(=O)C2CCCCC2)c1	-23	5%	0%	i	-9%	-7%	29%	i	0%
C=CCNC(=O)NC(=O)COC(=O)CC(NC(N)=O)c1ccc(Cl)cc1 (configuration not stated)	24	27%	-6%	i	-1%	-1%	.	i	-4%
COc1cc2[nH]c(C(=O)N3CCC(Cc4ccccc4)CC3)cc2c(OC)c1OC	-9	-10%	?	-17%	?	-2%	41%	i	9%
N#CC1=C(S)N=C(N)C(c2nc(-c3ccccc3)cs2)C12CCCC2 (configuration not stated)	-12	3%	0%	i	0%	3%	.	i	-16%
Cc1cccn2c(=O)c(C(=O)NCCc3ccc(S(N)(=O)=O)cc3)c(O)nc12	.	-11%	-2%	-13%	0%	.	-20%	.	.
CCC(NS(=O)(=O)c1ccc2c(c1)Cc1cc(S(=O)(=O)NC(CC)C(=O)O)ccc1-2)C(=O)O (configuration not stated)	2	-9%	24%	-25%	12%	-1%	-2%	i	0%
CCC(C)(C)NC(=O)C(c1ccc(OC)cc1)N(C(=O)CCC(=O)Nc1cc(C)on1)c1ccc(F)cc1 (configuration not stated)	1	3%	1%	12%	-2%	3%	14%	i	7%
CC1(C(=O)Nc2ccc3[nH]ncc3c2)CCN1C(=O)CC(c1ccccc1)c1ccccc1 (configuration not stated)	11	-14%	?	-3%	14%	-34%[inhibitor]	29%	i	17%
CCOC(=O)c1cc2c(ccn2C)n1CC(=O)N1CCC(C)CC1	?	1%	35µM*	-3%[57.5 µM]	-24%	0%	9%	i	-15%
CCCn1c(N)c(C(=O)CSc2nnc(N)s2)c(=O)[nH]c1=O	-9	-20%	3%	12%	11%	-5%	-8%	i	0%
NC(=O)C1CCN(CC(=O)NC(=O)NC2CCCC2)CC1	-5	-20%	10%	i	1%	1%	-14%	i	5%
COc1ccc(Cl)cc1-c1cc(C(=O)N[C@H](C)c2ccccc2)[nH]n1	?	4%	30%	-19%	?	22%	33%	i	-4%
COc1ccc(C(=O)NCC(=O)OCC(=O)Nc2c(C)n(C)n(-c3ccccc3)c2=O)cc1	-11	5%	1%	-1%[57.5 µM]	0%	3%	18%	i	-7%
COc1ccc(CC(=O)NCCS(=O)(=O)N2CCN(c3ccccc3OC)CC2)cc1	21	7%	-20%	-52%[inhibitor]	?	-3%	19%	i	-2%
O=C(Nc1ncn[nH]1)c1cccc(F)c1	13	-5%	0%	i	2%	4%	22%	i	-6%

Taken from above:
D3 antag with NC(=O)C1CCN(CC(=O)NC(=O)NC2CCCC2)CC1 stands at -5
GLP-1R agonist with CC1(C(=O)Nc2ccc3[nH]ncc3c2)CCN1C(=O)CC(c1ccccc1)c1ccccc1 (configuration not stated) stands at 17%
GLP-1R inv ag with COc1ccc(C(=O)NCC(=O)OCC(=O)Nc2c(C)n(C)n(-c3ccccc3)c2=O)cc1 stands at 0%

Entries listed above that bear a hit mark in Akt phos inh.
| molecule | PTHR1 agonist | GLP-1R inv ag | FUS suppressor | Akt phos inh | GLP-1R agonist |
| --- | --- | --- | --- | --- | --- |
| c1ccc(-n2cnc3cc(NCc4ccncc4)ccc32)cc1 | -2%[57.5 µM] | 0% | 27% | -103%* | 16% |

Later entries:
SMILES	D3 antag	Abeta rescue	TDP43 rescue	PTHR1 agonist	GLP-1R inv ag	aSyn yeast inh	FUS suppressor	Akt phos inh	GLP-1R agonist
CCCNC(=O)CN1C(=O)NC(CCc2ccccc2)C1=O (configuration not stated)	10	-5%	21%	i	-1%	3%	-1%	i	3%
CC(C)Cn1cc(C(=O)NCC2CCCO2)c2c3ccccc3n(C)c2c1=O (configuration not stated)	-17	-6%	-5%	i	3%	1%	11%	.	18%
CCC1S/C(=N/N=C/c2ccco2)NC1=O (configuration not stated)	0	10%	8%	-1%	21%	4%	.	i	-2%
CC(=O)c1cc2c(cc1NC(=O)c1c(C)nn(-c3ccc(C)cc3)c1-n1cccc1)OCO2	.	-3%	-5%	-9%	7%	.	9%	.	.
COc1ccc(OCCC(=O)OCC(=O)c2ccc[nH]2)cc1	2	9%	17%	-18%	-1%	-3%	-32%	i	9%
O=C(Nn1cnnc1)c1ccc(F)c(S(=O)(=O)N2CCCCC2)c1	17	-1%	20%	-10%[57.5 µM]	8%	-3%	-3%	i	-21%
Cc1ccnc(NC(=O)CS(=O)(=O)Cc2ccccc2)c1	-24	-12%	-7%	i	6%	1%	9%	i	4%
Nc1ccc(Br)c2cccnc12	-5	-28%	-5%	-43%[inhibitor]	-13%[0.307 µM]	12%	?	i	13%
Cc1ccc(Cl)cc1NC(=O)c1cnn2c(C(F)F)cc(-c3ccccc3)nc12	.	-12%	13%	i	2%	.	-15%	.	.
COc1cc(C2CC(=O)Oc3c(C(CCN4CCN(c5ccccc5)CC4)c4ccc(N(C)C)cc4)c(OC)cc(OC)c32)cc(OC)c1OC (configuration not stated)	-103*	5%	20%	i	0%	-2%	44%	i	5%
O=C(O)c1c(NC(=O)c2cccc3ccccc23)sc2c1CCC2	1	16%	11%	i	-5%	0%	21%	i	-5%
CCOc1ccc(NC(=O)N2CCc3ccccc3C2)cc1	-19	-13%	6%	i	?	-9%	15%	i	0%
CCC1CCc2sc(C(=O)N(C)CC(=O)Nc3ccc(OC)cc3)cc2C1 (configuration not stated)	0	28%	11µM*	i	10µM*	24%	9%	i	14%
CC(Sc1nnc(COc2ccccc2)n1-c1ccccc1)C(=O)O (configuration not stated)	0	2%	.	i	7%	-8%	2%	i	-2%
CCOC(=O)C1CCN(C(=O)Nc2ccc(Cl)cc2Cl)CC1	2	-5%	20%	-5%	7%	3%	24%	i	-4%
CC12CCC(c3c(C(=O)Nc4nccs4)nn(-c4ccccc4)c31)C2(C)C (configuration not stated)	-22	-11%	-15%	i	?	?	?	i	8%
CCOC(=O)CN1C(=O)N2C[C@H]3CON(C)[C@H]3C[C@H]2c2ccccc21	-24	-12%	18%	-19%	22%	12%	-30%	i	4%
COc1cccc(Oc2c(C)oc3c(CN4CCCC4)c(O)ccc3c2=O)c1	16	-5%	2%	i	1%	0%	1%	i	-1%
c1cncc(CSc2nnc3ccc(-c4cccs4)nn23)c1	2	-3%	-6%	i	1%	1%	0%	i	-2%
O=C(CCCn1c(SCC(=O)c2ccc(F)cc2)nc2ccccc2c1=O)NCc1ccccc1	21	23%	22%	-24%	0%	.	13%	.	10%
CCCCOc1ccc(S(=O)(=O)Nc2cc(OC)ccc2OC)cc1	?	12%	28%	i	?	3%	24%	i	0%
COc1ccc(Cl)cc1NC(=O)CN(C)C(C)C(=O)NC(=O)NC1CCCCC1 (configuration not stated)	-8	14%	?	-15%	3.2µM*	14%	41%	i	-15%
Cc1ccc(S(=O)(=O)N(C)C[C@@H]2OCc3cnnn3CCCC(=O)N([C@@H](C)CO)C[C@@H]2C)cc1	-18	-6%	0%	-16%	5%	-1%	5%	i	10%

An excerpt (hit frequency here may not be typical).
